Screening data deposited in PubChem by Broad Institute.
Rtt109 Vps75 = inhibitors of C. albicans Rtt109/Vps75 HAT, primary screen, biochemical, ThioGlo CoA-SH fluorescence, plate reader. Histone acetyltransferase RTT109 (Candida albicans (strain SC5314 / ATCC MYA-2876)), …. purified Rtt109/Vps75, 4 h. inhibition, % at 34.9 µM. 330,000 compounds, 0.16% hits. AID 540336, 2011;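 active = inhibition of at least 50% in every replicate; inconclusive = best replicate reaches 50% inhibition but some replicates fall short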
PvdQ inh = P. aeruginosa PvdQ acylase inhibitors, primary screen, biochemical, fluorescence, plate reader and imaging, single point. PvdQ acylase [Pseudomonas aeruginosa LESB58]. inhibition, % at 10 µM. 340,000 compounds, 0.063% hits. purified PvdQ acylase; in the data active = inhibition above about 30%, passing the limit was not always enough; inconclusive = no clear call, values can overlap the other calls;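 also: 0% = vehicle neutral wells and 100% = reference inhibitor wells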
CAL PDZ FP-1 = CAL PDZ peptide-binding inhibitors, primary screen, biochemical, fluorescence polarization, Cer-tagged CAL PDZ, HTS; purified CAL PDZ, TMR-peptide fluorescence polarization, 1 h; inhibition, % at 20 µM; 330,000 compounds, 0.02% hits; AID 504414, 2011;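 active = highest replicate inhibition of at least 40%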;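 also: plate controls were DMSO neutral control wells for no effect and unlabeled competitor peptide control wells for full effect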
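Material – purified CerCALP PDZ construct · Detection – FP readout, S and P plane fluorescence · Measure – percent inhibition from loss of millipolarization · Controls – unlabelled peptide for full inhibition, DMSO wells as neutral · Probe or stimulus – TMR-labelled reporter peptide T*-PRC34 bound in PDZ groove · Times – 1 h at RT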
SR-BI uptake up = activators of SR-BI mediated DiI-HDL uptake, primary screen, ldlA[mSR-BI] CHO cells, DiI fluorescence. 320,000 compounds, 0.096% hits. AID 504775, 2011. 3 h; 100 = double the neutral-control signal. activation, % at 12.5 µM;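 active = mean replicate activation of at least 60% and every replicate at or above 60%; inconclusive = mean or all-replicate condition met, but not both; inactive = mean below 60% and not all replicates reaching 60%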;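 also: 0% = median plate neutral-control signal and 100% = twice that signal; values of inactives mirror those of a sister screen read the other way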
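system = CHO ldlA[mSR-BI] cells, LDL receptor-null, SR-BI overexpressing | medium = Ham's F12 with 0.5% BSA, HEPES 25 mM, pH 7.4 | probe or stimulus = DiI-HDL 10 µg/mL | compound dosing = single-point compound dose | incubation = compound exposure 3 h, 37 °C | technique = DiI fluorescence, bottom read | read-out = cell-associated DiI fluorescence as measure of HDL uptake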
CAL PDZ FP-2 = untagged CAL PDZ binding inhibitors, primary screen, biochemical, fluorescence polarization, HTS; Golgi-associated PDZ and coiled-coil motif-containing protein (Homo sapiens), Q9HD26; purified CAL PDZ, TMR-peptide fluorescence polarization, 1 h; inhibition, % at 24.9 µM; 300,000 compounds, 0.92% hits; AID 602252, 2012;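 active = mean inhibition of at least 30% with at least half of replicates also reaching 30%; inconclusive = no clear call, values can overlap the other calls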;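 also: 0% = DMSO neutral control and 100% = excess unlabeled competitor peptide PRC23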
PfHsp90 yeast 2 = growth inhibition of PfHsp90-expressing yeast, primary screen, antimalarial PfHsp90 inhibitor project, S. cerevisiae, BacTiter-Glo luminescence, single point, set 2; BacTiter-Glo ATP, 48 h; yeast lacking PDR1 and PDR3 efflux regulators; inhibition, % at 9.4 µM; 310,000 compounds, 0.32% hits; AID 504621, 2011;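 active = every replicate shows inhibition above about 80%, whatever the replicate mean, limit read from the data; inconclusive = mean inhibition reaches the set limit but some replicate falls short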;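 also: 0% = DMSO neutral controls and 100% = 20 µM radicicol positive controls; yeast relying on Plasmodium falciparum Hsp90 in place of its own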
MITF TRPM1 HTS = activators of MITF-driven TRPM1 promoter reporter, primary screen, cell-based, SK-MEL-5, luciferase, single point; SK-MEL-5 TRPM1-promoter luciferase, 24 h; % of positive control, neutral wells = 0; activation, % at 12.5 µM; 300,000 compounds, 0.75% hits;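 active = mean activation of at least 80% with every replicate also reaching 80%; inconclusive = mean reaches 80% but some replicate falls short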;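 also: 0% = neutral control wells and 100% = parthenolide positive control wells; values of inactives mirror those of a sister screen read the other way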
dFosB act = activators of delta FosB homodimer, primary screen, biochemical, fluorescence polarization, TAMRA-CDK5 oligo, single point. AID 493131, 2011. purified delta FosB; percent of positive-control signal above neutral wells. Protein FosB (Mus musculus), P13346. 340,000 compounds, 0.99% hits. activation, % at 25 µM;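 active = mean activation above about 17%, with every replicate also reaching it, limit read from the data, passing the limit was not always enough; inconclusive = only one of the two conditions met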;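 also: fluorescence polarization rise as delta FosB binds a TAMRA Cdk5 AP-1 oligo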
SR-BI DiI inh = inhibitors of SR-BI mediated HDL lipid uptake, primary screen, ldlA[mSR-BI] cells, fluorescence, single point; Scavenger receptor class B member 1 (Mus musculus), Q61009; ldlA[mSR-BI] CHO cells, DiI-HDL uptake fluorescence, 3 h; inhibition, % at 12.5 µM; 320,000 compounds, 0.96% hits; AID 488896, 2010;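 active = mean replicate inhibition of at least 70% and a set share of replicates each scoring 70 or more; inconclusive = meets just one of the two criteria; inactive = fails both criteria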;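 also: 0% = median of neutral control wells and 100% = median of positive control wells; values of inactives mirror those of a sister screen read the other way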
NSD2 HMT inh = NSD2 histone methyltransferase inhibitors, primary screen, biochemical, AlphaScreen, single concentration, set 2; 310,000 compounds, 0.54% hits; NSD2 peptide methylation, 120 min; inhibition, % at 12.5 µM; Histone-lysine N-methyltransferase NSD2 (Homo sapiens), O96028; in the data active = inhibition above about 50%
Target sequence (O96028 whole entry, looked up): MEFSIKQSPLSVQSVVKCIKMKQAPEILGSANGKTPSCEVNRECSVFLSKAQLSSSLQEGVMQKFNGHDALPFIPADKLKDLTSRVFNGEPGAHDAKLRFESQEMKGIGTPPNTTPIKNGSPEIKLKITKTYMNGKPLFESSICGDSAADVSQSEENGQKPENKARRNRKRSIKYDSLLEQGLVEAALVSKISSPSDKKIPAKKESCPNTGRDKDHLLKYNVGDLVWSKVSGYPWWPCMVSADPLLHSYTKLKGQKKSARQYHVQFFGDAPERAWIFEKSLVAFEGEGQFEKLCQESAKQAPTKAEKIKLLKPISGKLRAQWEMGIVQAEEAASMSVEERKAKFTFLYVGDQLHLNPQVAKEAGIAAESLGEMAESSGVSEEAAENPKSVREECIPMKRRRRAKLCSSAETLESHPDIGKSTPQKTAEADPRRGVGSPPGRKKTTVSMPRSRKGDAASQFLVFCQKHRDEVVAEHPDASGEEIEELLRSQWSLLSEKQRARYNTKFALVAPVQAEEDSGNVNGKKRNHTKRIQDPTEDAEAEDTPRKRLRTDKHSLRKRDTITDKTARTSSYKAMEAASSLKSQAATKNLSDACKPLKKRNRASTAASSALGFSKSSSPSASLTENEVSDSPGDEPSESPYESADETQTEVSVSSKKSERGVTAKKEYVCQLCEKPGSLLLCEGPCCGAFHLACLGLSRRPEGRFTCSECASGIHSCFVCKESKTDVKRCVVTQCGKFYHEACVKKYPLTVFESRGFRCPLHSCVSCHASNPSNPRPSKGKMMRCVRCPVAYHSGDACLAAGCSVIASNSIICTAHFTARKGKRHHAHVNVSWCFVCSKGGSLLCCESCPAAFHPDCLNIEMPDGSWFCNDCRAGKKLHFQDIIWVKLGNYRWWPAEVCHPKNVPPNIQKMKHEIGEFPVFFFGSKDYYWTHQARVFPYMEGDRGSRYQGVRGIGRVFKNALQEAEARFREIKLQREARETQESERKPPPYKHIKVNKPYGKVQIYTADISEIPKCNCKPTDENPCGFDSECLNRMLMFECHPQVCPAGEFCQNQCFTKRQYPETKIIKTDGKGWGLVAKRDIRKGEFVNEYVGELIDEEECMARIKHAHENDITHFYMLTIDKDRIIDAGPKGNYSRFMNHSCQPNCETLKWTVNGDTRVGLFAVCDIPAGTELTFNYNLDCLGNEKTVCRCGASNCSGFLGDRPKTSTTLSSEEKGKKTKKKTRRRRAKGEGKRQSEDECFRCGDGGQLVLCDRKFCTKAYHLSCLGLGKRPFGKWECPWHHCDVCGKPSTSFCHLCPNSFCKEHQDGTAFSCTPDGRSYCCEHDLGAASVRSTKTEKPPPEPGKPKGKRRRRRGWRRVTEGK
* = called active by the depositor; ? = inconclusive; nt = not tested or not shown. Hits appear at their usual frequency; 4.3% or so of the library scored in one or more.

Compound	Rtt109 Vps75	PvdQ inh	CAL PDZ FP-1	SR-BI uptake up	CAL PDZ FP-2	PfHsp90 yeast 2	MITF TRPM1 HTS	dFosB act	SR-BI DiI inh	NSD2 HMT inh
Cc1ccc(NC(=O)c2cc(-c3ccc(C)o3)nc3ccccc23)cc1	-2.9	8.4	0.3	-12.3	3.4	-4.4	3.9	-15.4	12.3	-1.0
CC(/C=N/n1c(-c2ccncc2)n[nH]c1=S)=C\c1ccco1	9.1	6.2	-1.8	2.4	nt	8.3	nt	2.8	-2.4	8.6
CCn1c(SCC(=O)N/N=C/C=C/c2ccccc2[N+](=O)[O-])nnc1-c1ccccc1	-0.2	-4.6	-2.3	-14.2	0.5	3.6	-10.1	-14.4	14.2	2.4
CC(C)Oc1ccc(/C=N/NC(=O)C2CCCN2S(=O)(=O)c2ccc(Cl)cc2)cc1 (stereo unspecified)	25.4	-13.0	-1.5	-48.3	nt	12.7	-4.5	-6.3	48.3	0.4
O=S(=O)(Nc1cc(Cl)ccc1-n1cncn1)c1ccc(F)cc1	-2.3	-11.5	0.2	13.5	-0.5	-17.8	-15.6	-2.4	-13.5	0.5
CC1=C(C(N)=O)C(c2ccccc2)n2nc(-c3cccc(C)c3)nc2N1 (stereo unspecified)	-8.5	-17.3	-1.6	4.4	-6.7	-15.4	-18.9	1.0	-4.4	nt
Cc1cc2c(cc1C)C(c1cccc([N+](=O)[O-])c1)CC(=O)N2 (stereo unspecified)	-3.6	-9.5	-0.1	5.1	2.9	-15.4	-7.4	-4.9	-5.1	-1.4
CC(=O)N1CCN(S(=O)(=O)c2cccc(C(=O)NNC(=O)COc3c(C)cccc3C)c2)CC1	-7.8	4.5	0.1	-48.1	9.1	2.2	-6.7	2.1	48.1	-1.5
O=C(O)CSc1nnc(-c2ccc(Cl)cc2Cl)n1-c1ccc(Cl)cc1	-7.3	2.6	nt	-6.4	1.6	-4.8	-1.9	1.8	6.4	-0.8
O=[N+]([O-])c1ccc(N2CCN(c3nc(-c4ccc(Cl)cc4)cs3)CC2)cc1	17.4	3.7	0.3	2.5	3.0	-6.8	-0.9	-0.4	-2.5	17.9
COc1ccc(/C=C/C(=O)NC(C)(C)C)cc1S(=O)(=O)N1CCOCC1	-24.8	-24.9	-2.8	7.5	0.5	13.9	-16.8	-7.8	-7.5	-0.7
C=CCNC(=O)C(C)N1C(=O)c2ccccc2C1=O (stereo unspecified)	-9.6	8.5	-0.8	5.3	-3.5	3.5	-11.2	1.6	-5.3	0.0
O=C(NCc1ccccc1)c1ccc(CSc2ccccc2)o1	-6.1	-7.2	-0.9	11.3	-4.4	-12.1	8.6	-3.8	-11.3	-0.6
O=C(O)[C@H]1CCCC[C@H]1C(=O)Nc1ccc(S(=O)(=O)N2CCOCC2)cc1	-6.3	-7.5	-2.9	nt	-2.5	-13.4	-2.5	-0.6	nt	2.4
CCn1cc(/C=C(\NC(=O)c2ccccc2OC)C(=O)N2CCN(C)CC2)c2ccccc21	1.1	-12.3	-1.1	15.0	-1.6	-44.2	14.3	-6.1	-15.0	5.2
CCOC(=O)C1CCN(C(=O)CCC(=O)NCCc2ccc(Cl)cc2)CC1	-14.9	7.3	-0.2	5.2	nt	-0.8	-5.5	-0.2	-5.2	0.4
CSc1ccccc1OCc1cc(C(=O)NC2CCOC2)no1 (stereo unspecified)	-1.5	0.8	-2.0	-9.7	-0.7	2.9	39.6	0.0	9.7	31.8
COc1ccc(NS(=O)(=O)c2cccc(C(=O)NNC(=O)NCCCl)c2)cc1	6.2	-0.8	-2.2	30.3	8.3	-17.8	-3.1	4.8	-30.3	-1.9
CCO[C@H]1OC(C(=O)N2CCN(C)CC2)=C[C@@H](c2coc3ccccc3c2=O)[C@@H]1CCCO	-22.9	-13.8	-0.6	8.8	-3.7	-6.9	-0.7	7.6	-8.8	nt
CCOc1nc(NCCN2CCOCC2)nc(Nc2ccc([N+](=O)[O-])cc2)n1	-1.4	-7.9	-1.4	-32.6	3.1	9.3	1.4	-8.9	32.5	2.3
Cc1ccc(C)c(NC(=O)CSc2nnc(-c3ccccc3)o2)c1	-13.3	4.1	-0.5	9.5	2.7	13.4	18.1	-4.9	-9.5	nt
Brc1ccc(-c2nc(-c3ccccc3)no2)o1	6.3	-4.1	-1.3	23.1	3.6	-7.0	26.2	-14.8	-23.1	-1.3
Cc1nnc(SCc2nc3ccccc3nc2C)s1	5.9	2.3	-0.5	6.7	8.0	6.8	-12.2	2.9	-6.7	0.6
CCOC(=O)C1=NNC(=O)C1	-1.4	-13.6	-0.5	14.4	nt	nt	1.6	1.5	-14.4	0.5
CC(NS(=O)(=O)c1ccc(Br)cc1)C(c1cccs1)N1CCOCC1 (stereo unspecified)	6.1	-11.6	0.3	2.8	-1.8	-3.0	nt	-3.5	-2.8	nt
CCCCC(CC)C(=O)Nc1ccc(S(=O)(=O)Nc2nccs2)cc1 (stereo unspecified)	6.3	-6.8	-1.0	7.1	-0.8	-41.0	7.2	3.1	-7.1	-1.6
CN1C(=O)/C(=C/c2cccc(Cl)c2)Sc2ccc(C(=O)NCc3cccnc3)cc21	-8.7	10.4	-2.2	nt	8.9	0.4	-7.6	-9.0	nt	-2.1
O=C(CSc1n[nH]c(-c2cccs2)n1)N1CCOCC1	-2.5	-13.3	-0.8	12.6	-1.4	21.9	-8.2	-1.6	-12.6	-1.3
CN1C(=O)/C(=C\c2ccccc2F)Sc2ccc(C(=O)NC3CCN(Cc4ccccc4)CC3)cc21	2.5	-6.4	-4.0	-47.5	-4.1	-5.4	-31.1	?	47.5	-3.6
Cc1cc(NC(=O)CSc2nnc(NCc3ccco3)s2)no1	-3.0	-7.0	0.1	11.7	-2.5	8.9	2.7	-1.9	-11.7	-0.1
O=C(NC1CCCCCCC1)C1c2ccccc2C(=O)N1Cc1cccs1 (stereo unspecified)	10.7	7.4	-0.3	37.0	-1.9	-5.6	6.4	-5.7	-37.0	0.0
Cc1ccccc1N1CCN(C2CCCN(C(=O)c3csc(C(C)C)n3)C2)CC1 (stereo unspecified)	6.4	-10.4	-1.1	-68.2	54.5*	-31.2	-17.9	-11.5	68.2	4.1
CCCn1c2ccc(F)cc2c2nnc(NN)nc21	0.4	-6.8	-0.7	-8.7	0.9	-20.0	-5.7	-6.8	8.7	4.5
CCN(CC)C(=O)C1CCCN(Cc2ccc(N(C)C)cc2)C1 (stereo unspecified)	-0.8	-2.5	0.2	11.1	1.5	16.5	nt	0.6	-11.1	-1.7
CSc1ccc(S(=O)(=O)NCC(=O)OCC(=O)NC2(C#N)CCCCC2)cc1[N+](=O)[O-]	1.2	-7.1	-2.0	1.5	-0.1	17.6	-1.5	-2.2	-1.5	0.4
O=C(Nc1ccccc1Oc1cccnc1)C1CCCN(C/C=C/c2ccc(F)cc2)C1 (stereo unspecified)	3.2	-5.0	-2.2	29.1	-2.6	-20.2	1.8	-7.5	-29.1	1.7
COc1ccc(Br)cc1/C=C\C(=O)NCc1cccnc1	3.3	-22.5	-3.8	-32.6	-5.6	-7.3	-0.7	-14.1	32.6	1.3
Cc1ccc(CNC(=O)C2CCC(=O)N2Cc2ccc(C)cc2)cc1 (stereo unspecified)	-1.1	-16.7	-0.1	21.2	-1.6	-5.2	nt	6.0	-21.2	-6.5
CN(C)/C=C1\C(=O)N(C)N=C1C(F)(F)F	1.7	-21.2	0.1	4.3	2.8	-2.9	8.0	4.7	-4.3	-1.6
CC(C)=CCN1CCN(Cc2ccc(Oc3ncccn3)cc2)CC1CCO (stereo unspecified)	nt	3.4	-2.3	22.4	-3.4	-3.8	13.8	2.5	-22.4	-1.9
CCOC(=O)c1ccccc1NC(=O)/C=C/C(=O)O	-2.6	-14.7	-0.3	-7.6	9.3	-12.6	1.3	1.6	7.6	-1.1
Cc1cccc(CC(=O)N2CCN(C(=O)c3ccco3)CC2)c1	-3.8	-22.2	-2.7	21.5	-3.8	16.3	-6.5	-4.8	-21.5	-1.6
O=C(Oc1ccc(-c2cnc3ccccc3n2)cc1)c1ccc(Br)o1	34.9	14.9	-1.6	33.1	-4.1	-10.2	58.5	13.4	-33.1	-6.0
CCN(C(=O)CSc1nnc(-c2ccco2)n1CC)c1c(N)n(Cc2ccccc2)c(=O)[nH]c1=O	nt	8.0	-2.0	nt	-4.6	15.9	-4.5	-5.1	-43.5	-6.5
COc1cccc(N2CC(=O)N(NC(=O)c3sc4nc(C)cc(C)c4c3N)CC2=O)c1	-118.8	19.1	-0.7	7.8	-4.9	22.1	-2.7	0.0	-7.8	-2.1
O=C(CN1CCOCC1)Nc1ncccn1	1.4	-9.6	-0.1	19.1	2.4	-0.1	-9.4	-1.1	-19.1	-2.2
NC1=NC(=O)/C(=C/c2ccc(-c3ccc(S(N)(=O)=O)cc3)o2)S1	-0.2	-18.3	-2.8	-12.9	-2.1	-5.3	-2.0	-4.5	12.9	nt
O=C(CC1COc2ccccc2O1)NCc1ccccc1 (stereo unspecified)	1.6	-11.1	-0.3	1.9	nt	-34.5	-6.0	-0.9	-1.9	1.8
CCOCCCN(Cc1ccco1)S(=O)(=O)c1csc(C(N)=O)c1	0.3	-9.1	-3.6	-1.9	-10.5	5.1	7.3	6.5	1.9	1.7
CCOC(=O)N1CCN(CC(=O)Nc2c(C(=O)OC)[nH]c3cc(C)ccc23)CC1	-3.0	-11.5	0.0	-40.8	-2.9	1.2	-24.0	-5.6	40.8	3.6
